# Screening results (PubChem)
# V1aR counter – V1a receptor agonism, counter-screen for OXTR agonists. P37288. 320,000 tested, 0.25% active. activation, % at 3 µM. AID 2797. CHO-V1R cells, Fluo-8 calcium fluorescence, agonist mode; 0% DMSO, 100% 3 nM vasopressin;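 active = activation above the mean activation of all tested compounds plus 3 SD, per screening run, cut at about 20% in these data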;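 note: signal is peak over basal fluorescence ratio across a 100 second FLIPR read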
# OXTR agonist – agonists of human oxytocin receptor. CHO-OTR cells, Fluo-8 calcium fluorescence; normalized: DMSO 0%, oxytocin 100%. 320,000 tested, 0.32% active. activation, % at 3 µM. P30559;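 active = activation above the mean of all tested compounds plus 3 SD, cutoff set per screening run, cut at about 20% in these data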;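 note: peak over basal fluorescence ratio from a 100 s FLIPR kinetic read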
# Target sequence (P30559 whole entry, looked up): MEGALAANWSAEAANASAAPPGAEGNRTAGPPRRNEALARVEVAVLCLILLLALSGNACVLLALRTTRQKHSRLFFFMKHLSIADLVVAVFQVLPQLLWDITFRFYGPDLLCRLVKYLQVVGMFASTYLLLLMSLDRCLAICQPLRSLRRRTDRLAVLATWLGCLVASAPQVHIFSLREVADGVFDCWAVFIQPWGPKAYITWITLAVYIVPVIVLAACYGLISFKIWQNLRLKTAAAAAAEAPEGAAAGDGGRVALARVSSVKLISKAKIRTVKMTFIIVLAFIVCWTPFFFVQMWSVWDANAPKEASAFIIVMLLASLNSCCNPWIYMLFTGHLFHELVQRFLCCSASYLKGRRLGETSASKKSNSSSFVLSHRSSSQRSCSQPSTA
# NS3 helicase inh – inhibitors of Hepatitis C virus NS3 helicase; NS3 helicase DNA unwinding, Cy5 molecular beacon fluorescence; inhibition, % at 10.9 µM; 290,000 tested, 0.56% active; AID 1800;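 active = inhibition above the mean of all tested compounds plus 3 SD, set per campaign, cut at about 35% in these data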;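 note: 0% = DMSO wells and 100% = thioflavine S control wells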
#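 System: NS3 helicase fragment of HCV / Schedule: 1 h at 25 °C / Control set: DMSO alone as 0% and 110 µM thioflavine S as 100% / Reagent: Cy5/quencher beacon DNA duplex and ATP to start / Technique: Cy5 fluorescence / Replication: singlicate / Evaluation: % inhibition of end-to-start signal ratio versus controls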
# DNA FID counter – counter-screen for HCV NS3 helicase inhibitors: DNA intercalator displacement; DNA fluorescent intercalator displacement, fluorescence; inhibition, % at 7.9 µM; 290,000 tested, 0.17% active; in the data active = inhibition above about 37%;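 note: 0% = vehicle and 100% = reference compound; higher means more ethidium bromide displaced from hairpin DNA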
# GalR3 antag – antagonists of human GalR3 | HEK293 GalR3-CNG cAMP membrane potential fluorescence; galR3 body fused to GalR1 C-terminus | inhibition, % at 3 µM | 360,000 tested, 0.44% active;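 active = inhibition above the screen-wide average plus 3 SD, cut at about 13% in these data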;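 note: forskolin and galanin both at EC90 stimulate the cells; cAMP rise reported by CNG channel membrane potential dye signal; 0% = forskolin plus galanin with DMSO and 100% = forskolin alone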
# GPR7 antagonist – antagonists of human GPR7 (neuropeptides B/W receptor 1); P48145; GPR7-expressing cells, fluorescence antagonist assay; inhibition, % at 4.4 µM; 290,000 tested, 1.1% active; AID 1861; in the data active = inhibition above about 16%, passing the limit was not always enough;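 note: cells stimulated with the agonist NPW; 0% = agonist with vehicle and 100% = vehicle without agonist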
# Target sequence (P48145 whole entry, looked up): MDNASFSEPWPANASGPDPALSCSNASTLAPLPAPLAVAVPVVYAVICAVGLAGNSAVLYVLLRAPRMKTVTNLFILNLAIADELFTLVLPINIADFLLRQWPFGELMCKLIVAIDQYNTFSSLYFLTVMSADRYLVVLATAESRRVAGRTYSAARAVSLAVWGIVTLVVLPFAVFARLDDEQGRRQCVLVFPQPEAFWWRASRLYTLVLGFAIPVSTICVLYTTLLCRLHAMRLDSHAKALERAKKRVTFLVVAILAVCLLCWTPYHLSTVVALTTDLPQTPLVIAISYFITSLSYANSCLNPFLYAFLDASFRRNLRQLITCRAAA
# IMP-1 inhibitor – blocks Pseudomonas aeruginosa IMP-1 metallo-beta-lactamase; purified IMP-1, nitrocefin hydrolysis, epi-absorbance fluorescence; inhibition, % at 5.6 µM; 290,000 tested, 0.45% active;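 active = inhibition above the mean plus 3 SD of all compounds in the same screening run, cut at about 4.5% in these data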;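 note: 0% = IMP-1 with DMSO and 100% = DMSO wells lacking enzyme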
#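 Test system: recombinant IMP-1 enzyme, purified / Medium: HEPES buffer pH 7.1 with ZnSO4 and Brij 35 / Doses: single dose, 5.6 µM / Times: 25 °C, 15 min preincubation, 25 min reaction / Detection: Epi-absorbance via hydrolysed-nitrocefin quenching of white-plate fluorescence, 480/530 nm, EDTA stop / Evaluation: percent inhibition from optical density relative to buffer-blank wells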
# PHOSPHO1 block – PHOSPHO1 (human) inhibition; recombinant PHOSPHO1, absorbance phosphatase assay; inhibition, % at 13.3 µM; 290,000 tested, 1.1% active; AID 1565; in the data active = inhibition above about 60%
# Target sequence (Q8TCT1 whole entry, looked up): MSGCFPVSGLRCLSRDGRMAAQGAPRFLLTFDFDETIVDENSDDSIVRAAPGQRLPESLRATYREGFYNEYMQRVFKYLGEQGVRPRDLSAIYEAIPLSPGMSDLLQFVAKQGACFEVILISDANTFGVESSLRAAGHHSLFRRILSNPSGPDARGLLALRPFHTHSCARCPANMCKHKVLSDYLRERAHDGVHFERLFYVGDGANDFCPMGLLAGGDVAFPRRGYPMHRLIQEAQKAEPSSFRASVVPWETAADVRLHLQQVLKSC
# VIM-2 inhibitor – inhibitors of Pseudomonas aeruginosa VIM-2 metallo-beta-lactamase. 290,000 tested, 0.89% active. purified VIM-2, nitrocefin hydrolysis, epi-absorbance fluorescence. inhibition, % at 5.6 µM;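 active = inhibition above the mean of all tested compounds plus 3 SD, cutoff set per screening run, cut at about 7.5% in these data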;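 note: red hydrolysis product quenches plate fluorescence so inhibitors raise well fluorescence; 0% = enzyme with DMSO and 100% = DMSO without enzyme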
# The depositor's hits bear a star; . = not tested or not shown.
SMILES,V1aR counter,OXTR agonist,NS3 helicase inh,DNA FID counter,GalR3 antag,GPR7 antagonist,IMP-1 inhibitor,PHOSPHO1 block,VIM-2 inhibitor
Cc1cccc(NC(=O)CCCCCN2C(=O)[C@@H]3Cc4ccccc4CN3C2=O)c1,7.0,3.4,-12,-47,-6,-7,-1.1,23,-1.5
COc1cc(NC(=O)Cn2c([N+](=O)[O-])cnc2C)c(OC)cc1Cl,1.4,0.0,-14,3,-9,-7,0.2,3,-0.1
COc1cc(/C=C/c2[nH]c(=O)[nH]c(=O)c2[N+](=O)[O-])cc([N+](=O)[O-])c1O,-1.6,-0.5,21,-2,-12,0,-5.3,52,-5.0
CCC(=O)n1nc(-c2ccc(Cl)cc2)nc1N,-1.2,-1.0,2,-2,-4,-4,-1.7,-21,-2.0
Cc1ccc(C(C(=O)NC(C)(C)C)N(CCCN2CCOCC2)C(=O)c2ccc(-c3ccccc3)[nH]2)o1 (stereo unspecified),0.2,-0.6,-21,5,-7,-5,-3.4,41,-2.9
CCN(Cc1ccncc1)C(=O)c1ccc2c(c1)S(=O)(=O)c1ccccc1C2=O,-0.6,-0.3,-5,-10,0,-16,-3.1,-10,-0.7
COc1ccc(-n2c(SCC(=O)Nc3ccc(NC(C)=O)cc3)nc3ccccc3c2=O)cc1,2.7,1.2,12,-27,-12,16,0.1,33,-0.2
O=C(CCC(=O)OCC(=O)c1ccc(Cl)cc1)NC1CCCCC1,0.5,-0.2,2,-22,0,4,-1.3,25,-1.2
CO/N=C\CC(=O)Nc1ccc(Cl)c(Cl)c1,2.1,0.9,2,0,-3,-1,-2.1,46,-2.7
CCOC(=O)c1c(/N=C/C2=C(O)CC(C)(C)CC2=O)sc(C(C)=O)c1C,-1.1,-1.1,2,-6,-5,4,-0.7,38,-0.4
Nc1cc(S(=O)(=O)Nc2ccc(Br)cc2)ccc1Cl,0.2,2.6,-20,3,-3,2,-0.9,12,-1.2
Cc1ccccc1NC(=O)c1cccc(S(=O)(=O)Oc2ccc([N+](=O)[O-])cc2)c1,6.3,5.6,-5,-1,-12,27*,-2.3,15,-1.8
Cc1noc(C)c1C(=O)Nc1ccc(Cl)cc1C(F)(F)F,-0.9,-0.6,-1,-1,.,-16,-1.0,-29,-1.7
COc1ccc(CCNC(=O)C2CCN(S(C)(=O)=O)CC2)cc1,-0.3,0.6,-3,-2,1,-13,-4.4,9,-1.8
Cc1ccc(C(=O)NCc2ccc3c(c2)OCO3)cc1C,0.7,-0.7,-3,-9,-10,10,0.1,10,-0.2
CSC1CCCCC1(O)CSc1nc2ccccc2o1 (stereo unspecified),-0.5,-0.9,3,-5,-6,-4,-2.6,-21,-1.8
CCCN(C(=O)CSc1cc(-c2ccccc2)c2ccc(OC)cc2n1)C1CCS(=O)(=O)C1 (stereo unspecified),2.9,1.2,-12,-16,8,0,-0.9,-19,-2.2
CC(C)C(=O)N1CCc2cc(-c3csc(N)n3)ccc21,-0.2,-1.2,5,0,0,-12,-2.4,11,-2.8
C/C(=N\NC(=S)NCc1ccccc1)c1cccs1,0.5,-1.8,12,-4,-7,-6,-1.8,28,-4.5
O=S(=O)(c1ccc(NCCc2c[nH]c3ccccc23)nc1)N1CCOCC1,3.1,7.0,-6,-8,-6,13,-2.1,-5,1.8
O=C(Nc1ccc([N+](=O)[O-])cn1)c1cccnc1,1.0,-0.1,1,6,0,8,0.2,8,0.4
Cc1cccc(C2NC(c3cccc(C)c3)C(C)C(=O)C2C)c1 (stereo unspecified),-1.4,-2.0,-15,-19,-10,-29,-2.4,14,-1.2
CCN(CC)CCCn1c(=S)[nH]c2cc(OC)c(OC)cc2c1=O,-0.1,1.3,4,4,-4,-11,-7.3,17,-2.1
COc1ccc2c(c1)c(C(=O)CN1CCN(C(=O)c3ccco3)CC1)c(C)n2C,-0.2,0.0,6,-17,2,-15,-3.1,2,0.8
Cc1ccc(S(=O)(=O)N(C)c2ccc3ccccc3c2)cc1,-0.8,-2.6,-3,-6,-8,-5,-2.7,9,1.1

# Shown with values under each structure: part of the list above.
# Below each SMILES – V1aR counter | OXTR agonist | NS3 helicase inh | DNA FID counter | GalR3 antag | GPR7 antagonist | IMP-1 inhibitor | PHOSPHO1 block | VIM-2 inhibitor
> CCN(Cc1ccncc1)C(=O)c1ccc2c(c1)S(=O)(=O)c1ccccc1C2=O
 : -0.6 | -0.3 | -5 | -10 | 0 | -16 | -3.1 | -10 | -0.7
> COc1ccc(-n2c(SCC(=O)Nc3ccc(NC(C)=O)cc3)nc3ccccc3c2=O)cc1
 : 2.7 | 1.2 | 12 | -27 | -12 | 16 | 0.1 | 33 | -0.2
> O=C(CCC(=O)OCC(=O)c1ccc(Cl)cc1)NC1CCCCC1
 : 0.5 | -0.2 | 2 | -22 | 0 | 4 | -1.3 | 25 | -1.2
> CO/N=C\CC(=O)Nc1ccc(Cl)c(Cl)c1
 : 2.1 | 0.9 | 2 | 0 | -3 | -1 | -2.1 | 46 | -2.7
> CCOC(=O)c1c(/N=C/C2=C(O)CC(C)(C)CC2=O)sc(C(C)=O)c1C
 : -1.1 | -1.1 | 2 | -6 | -5 | 4 | -0.7 | 38 | -0.4
> Nc1cc(S(=O)(=O)Nc2ccc(Br)cc2)ccc1Cl
 : 0.2 | 2.6 | -20 | 3 | -3 | 2 | -0.9 | 12 | -1.2
> Cc1ccccc1NC(=O)c1cccc(S(=O)(=O)Oc2ccc([N+](=O)[O-])cc2)c1
 : 6.3 | 5.6 | -5 | -1 | -12 | 27* | -2.3 | 15 | -1.8
> Cc1noc(C)c1C(=O)Nc1ccc(Cl)cc1C(F)(F)F
 : -0.9 | -0.6 | -1 | -1 | . | -16 | -1.0 | -29 | -1.7
> COc1ccc(CCNC(=O)C2CCN(S(C)(=O)=O)CC2)cc1
 : -0.3 | 0.6 | -3 | -2 | 1 | -13 | -4.4 | 9 | -1.8
> Cc1ccc(C(=O)NCc2ccc3c(c2)OCO3)cc1C
 : 0.7 | -0.7 | -3 | -9 | -10 | 10 | 0.1 | 10 | -0.2
> CSC1CCCCC1(O)CSc1nc2ccccc2o1 (stereo unspecified)
 : -0.5 | -0.9 | 3 | -5 | -6 | -4 | -2.6 | -21 | -1.8
> CCCN(C(=O)CSc1cc(-c2ccccc2)c2ccc(OC)cc2n1)C1CCS(=O)(=O)C1 (stereo unspecified)
 : 2.9 | 1.2 | -12 | -16 | 8 | 0 | -0.9 | -19 | -2.2
> CC(C)C(=O)N1CCc2cc(-c3csc(N)n3)ccc21
 : -0.2 | -1.2 | 5 | 0 | 0 | -12 | -2.4 | 11 | -2.8
> C/C(=N\NC(=S)NCc1ccccc1)c1cccs1
 : 0.5 | -1.8 | 12 | -4 | -7 | -6 | -1.8 | 28 | -4.5
> O=S(=O)(c1ccc(NCCc2c[nH]c3ccccc23)nc1)N1CCOCC1
 : 3.1 | 7.0 | -6 | -8 | -6 | 13 | -2.1 | -5 | 1.8
> O=C(Nc1ccc([N+](=O)[O-])cn1)c1cccnc1
 : 1.0 | -0.1 | 1 | 6 | 0 | 8 | 0.2 | 8 | 0.4

# Additional structures follow:
SMILES,V1aR counter,OXTR agonist,NS3 helicase inh,DNA FID counter,GalR3 antag,GPR7 antagonist,IMP-1 inhibitor,PHOSPHO1 block,VIM-2 inhibitor
Cn1c(=O)c2c(SCC(=O)NCC3CCCO3)nc(-c3ccccc3Cl)nc2n(C)c1=O (stereo unspecified),-1.1,-1.1,-2,-13,-1,-3,-1.9,29,5.8
O=C(N/N=C/c1ccccc1O)C1CCCC1,0.8,-0.1,-1,-2,1,-6,-1.8,32,-2.1
CC(C)c1nc2sc3c(=O)[nH]c(=S)[nH]c3c2c2c1CCC2,.,.,3,-5,.,-9,-5.1,11,-1.3
O=C(CSc1nnc(NC(=O)c2ccccc2[N+](=O)[O-])s1)NC1CCCC1,1.4,-0.3,4,-5,-2,-14,-1.5,-82,15*
Cc1ccc(CNC(=O)C2CCCN2C(=O)Nc2ccccc2)cc1 (stereo unspecified),-0.2,1.2,2,-4,-10,-17,-2.8,13,-2.7
Nc1cc(=O)[nH]c(=S)n1-c1cccc(C(F)(F)F)c1,0.1,0.5,10,-3,-6,7,1.4,23,-3.6
COc1ccc(N(C(=O)Cc2cccs2)C(C(=O)NC2CCCCC2)c2cccn2C)cc1 (stereo unspecified),0.0,-1.6,13,-5,-3,-5,-5.3,11,-2.2
CCOC(=O)C1CCN(C(=O)COc2ccc(N(C)S(=O)(=O)c3ccc(C)cc3)cc2)CC1,2.5,1.6,-5,-46,-3,-8,-0.6,32,-0.8
Cc1cccc(-c2ocnc2C(=O)Nc2ccccc2NC(=O)c2ccccn2)c1,-0.4,0.2,-19,-31,-1,-20,-4.6,6,0.0
O=C(CN1CCN(S(=O)(=O)c2ccc(Cl)cc2)CC1)Nc1ccc(F)cc1F,3.1,2.1,11,-31,.,24*,-5.6,-7,-1.8
O=C1c2ccccc2C(=O)N1n1c(=O)[nH]c2ccccc2c1=O,0.8,0.2,-1,-1,-6,-5,-3.3,-3,-3.1
Cc1ccc(NC(=O)CSc2ncn[nH]2)cc1S(=O)(=O)N1CCOCC1,0.2,-0.1,5,-5,18*,-3,-3.1,47,0.6
Cc1ccc(-c2nnc(CCC(=O)N(C)Cc3nccs3)o2)s1,0.7,0.1,2,-18,-8,16,-1.4,-1,4.6
COc1ccccc1NC(=O)c1cc2c(s1)-c1ccccc1S(=O)(=O)C2,-0.4,-2.5,-6,-8,-7,-16,-3.7,18,0.4
COCc1[nH]nc2c1C(c1ccnc3ccccc13)C(C#N)=C(N)O2 (stereo unspecified),2.1,1.1,-2,2,-1,0,-3.3,21,-2.4
Cn1c(SCc2ccccc2F)nc2cccnc21,-0.2,-1.4,0,-2,-4,-9,-3.3,8,-2.9
COc1cc(/C=N/Nc2ccc([N+](=O)[O-])cc2S(=O)(=O)N2CCOCC2)cc(OC)c1OC,-0.7,-0.7,0,0,0,0,-2.0,9,-2.0
C=CCn1c(C)cc(C(=O)COc2ccc(S(=O)(=O)N3CCCC3)cc2[N+](=O)[O-])c1C,0.4,0.6,11,-5,0,-9,-5.0,-10,-3.9
Cc1ccc(NS(=O)(=O)c2ccc3[nH]c(=O)c(=O)[nH]c3c2)cc1Cl,0.7,-0.6,-17,-4,-6,-16,-1.9,8,-2.8

# Looked up by structure from the list above:
SMILES,V1aR counter,OXTR agonist,NS3 helicase inh,DNA FID counter,GalR3 antag,GPR7 antagonist,IMP-1 inhibitor,PHOSPHO1 block,VIM-2 inhibitor
Cc1ccc(NS(=O)(=O)c2ccc3[nH]c(=O)c(=O)[nH]c3c2)cc1Cl,0.7,-0.6,-17,-4,-6,-16,-1.9,8,-2.8
Cc1ccc(-c2nnc(CCC(=O)N(C)Cc3nccs3)o2)s1,0.7,0.1,2,-18,-8,16,-1.4,-1,4.6
